Screens as filed in PubChem BioAssay.
BLM inh – Bloom syndrome helicase (human) inhibition; P54132; recombinant BLM DNA unwinding, fluorescence dequenching; Potency, µM (series often up to 56.1 µM), inactives show top-dose activity change, negative = inhibition, actives largely listed as inhibitors; hit rate 0.2% among 350,000;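 also: potency is read from the fitted curve at half-maximal effect; plate controls were vehicle for no effect and no enzyme for full effect; nearly all actives have a fitted effect of over 35% in size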
ERG-DNA inh – ERG Ets/DNA interaction inhibition; P11308; fluorescence polarization, His-ERG Ets domain / labelled DNA; Potency, µM (doses to about 76.9 µM), inactives show at the top dose FP activity, negative = inhibition, actives largely listed as inhibitors; hit rate 0.028% among 370,000; active = well fitted inhibition curve with a large enough effect in the polarisation, with a control signal flat; inconclusive = small, poorly fitted or top-dose-only effect, or effect the other way, or a change in a side signal; inactive = no such curve, though single readings can be large or run the other way; the % refers to the polarisation;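 also: polarization taken with two DNA probes labelled with fluorescein and Texas red; potency is read from the fitted curve at half-maximal effect; % of control where 0% means no effect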
Target sequence (P11308 whole entry, looked up, the tested form may be a part): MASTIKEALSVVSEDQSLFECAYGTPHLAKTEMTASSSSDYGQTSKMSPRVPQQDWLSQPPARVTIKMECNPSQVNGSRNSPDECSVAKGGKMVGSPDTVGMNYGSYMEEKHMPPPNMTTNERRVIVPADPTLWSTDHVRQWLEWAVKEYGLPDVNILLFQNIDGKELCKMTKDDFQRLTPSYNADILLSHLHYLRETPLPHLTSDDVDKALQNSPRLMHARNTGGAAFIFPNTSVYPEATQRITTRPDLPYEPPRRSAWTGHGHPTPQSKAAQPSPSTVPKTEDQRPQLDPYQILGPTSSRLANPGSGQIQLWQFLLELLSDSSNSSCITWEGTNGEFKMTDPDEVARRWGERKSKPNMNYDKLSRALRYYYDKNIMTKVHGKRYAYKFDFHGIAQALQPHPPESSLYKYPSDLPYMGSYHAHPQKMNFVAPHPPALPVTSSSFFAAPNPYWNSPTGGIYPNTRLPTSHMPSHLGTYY
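His-tagged ERG Ets domain (1 uM in the protein solution; 300mM KCl, 50mM Tris-HCl, 1mM EDTA, 1mM DTT, pH 7.5) received compound, then a probe mix of 5 nM fluorescein-DNA and 100nM Texas-615-DNA. Fluorescence polarization was read for both dyes.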
POLK inh – blocks human DNA polymerase kappa activity | Q9UBT6 | purified Pol kappa, fluorescent DNA synthesis assay, 10 min | Potency, µM (top dose mostly 107 µM), without a hit: at the top dose activity, negative = inhibition, usual class: inhibitors | hit rate 0.53% among 400,000 | AID 588579; also: potency is read from the fitted curve at half-maximal effect; % is scaled to controls: 0 for no effect and ±100 for the full control effect
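Activity was followed as the change in fluorescence between reads at 0 and 10 min after starting the reaction with 50 nM substrate. Beforehand, 10 nM polymerase had been preincubated with compound for 15 min at room temperature.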
POLI inh – blocks human DNA polymerase iota activity; Pol iota fluorescent replication assay, 10 min; Potency, µM (top dose mostly 115 µM), for the others: at the top dose activity, negative = inhibition, hits mostly inhibitors; hit rate 1% among 390,000; also: potency is read from the fitted curve at half-maximal effect
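Fluorescent replication assay read twice, at 0 min and 10 min after adding 50 nM (final) substrate. Enzyme (10 nM) and compounds were first incubated 15 min at room temperature; enzyme-free buffer wells were negative controls.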
APE1 inh – APE1 (human) endonuclease inhibition | P27695 | recombinant APE1, TAMRA/BHQ-2 abasic DNA cleavage fluorescence | Potency, µM (series often up to 65.8 µM), without a hit: top-dose activity change, negative = inhibition, actives largely listed as inhibitors | hit rate 0.35% among 350,000 | AID 2517;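 also: potency is read from the fitted curve at half-maximal effect; plate controls were vehicle for no effect and reference inhibitor for full effect; nearly all actives have a fitted effect of over 55% in size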
Target sequence (P27695 whole entry, looked up): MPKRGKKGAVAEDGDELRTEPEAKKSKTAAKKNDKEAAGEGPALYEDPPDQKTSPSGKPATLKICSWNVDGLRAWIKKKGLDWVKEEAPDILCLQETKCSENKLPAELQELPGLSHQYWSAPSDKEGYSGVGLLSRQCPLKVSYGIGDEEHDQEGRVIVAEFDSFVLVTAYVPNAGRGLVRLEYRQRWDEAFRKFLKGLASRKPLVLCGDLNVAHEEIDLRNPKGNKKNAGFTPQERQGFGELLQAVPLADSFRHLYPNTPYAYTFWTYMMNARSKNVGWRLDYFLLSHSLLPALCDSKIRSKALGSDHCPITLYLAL
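Compound pre-exposure to 0.75 nM APE1, 15 min at ambient temperature. Reaction initiated with 50 nM TAMRA/BHQ-2 THF substrate, read immediately in kinetic mode, 525 nm excitation, 598 nm emission.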
TRHR agonist – TRH receptor (human) agonism; TRHR cells, calcium flux fluo-8, FDSS agonist mode; activation, % at 2 µM; hit rate 0.18% among 360,000; AID 493084; in the data active = activation above about 30%; also: 0% is about no effect
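Read-out: compound-evoked intracellular calcium rise in TRHR cells, fluo-8 dye, kinetic FDSS fluorescence at 1 s/cycle following a 10-cycle baseline. Cells cultured overnight before dye loading (30 min–1.5 h, RT).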
POLB inh – inhibitors of human DNA polymerase beta; Pol beta primer extension/strand displacement, fluorescence kinetic; Potency, µM (doses to about 114 µM), for the others: at the highest dose activity change, negative = inhibition, usual class: inhibitors; AID 485314; P06746; hit rate 1.3% among 340,000; also: potency is read from the fitted curve at half-maximal effect; % is scaled to controls: 0 for no effect and ±100 for the full control effect
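Pol beta (10 nM) was preincubated with compound for 15 min at room temperature. The reaction was then started with 50 nM substrate and read immediately and after a further 10 min at room temperature.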
Anesthetic bind – candidate novel general anesthetic via apoferritin binding; AID 485281; P02791; apoferritin/1-aminoanthracene competitive binding, fluorescence; Potency, µM (highest dose often 77.5 µM), without a hit: at the highest dose activity change, negative = displacement, hits mostly inhibitors; hit rate 0.074% among 350,000; also: potency is read from the fitted curve at half-maximal effect; % is scaled to controls: 0 for no effect and ±100 for the full control effect; nearly all actives have a fitted effect of over 20% in size
Target sequence (P02791 2-175 limits assumed): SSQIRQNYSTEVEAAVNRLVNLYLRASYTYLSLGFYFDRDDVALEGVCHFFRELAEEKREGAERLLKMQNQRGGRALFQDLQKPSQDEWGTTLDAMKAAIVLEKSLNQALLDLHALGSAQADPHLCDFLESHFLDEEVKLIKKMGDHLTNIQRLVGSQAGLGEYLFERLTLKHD
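Apoferritin-based anesthetic binding model; compound displacement of fluorescent 1-AMA measured as endpoint fluorescence after 10 minutes at room temperature, scaled to free-ligand and complex controls.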
ALOX12 inh – blocks human arachidonate 12S-lipoxygenase; P18054; purified 12hLO, xylenol orange hydroperoxide absorbance; Potency, µM (titrated, usually from 108 µM), for inactives: at the top dose activity change, negative = inhibition, usual class: inhibitors; hit rate 1.1% among 580,000; AID 1671190; also: potency is read from the fitted curve at half-maximal effect; % is scaled to controls: 0 for no effect and ±100 for the full control effect
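Purified human 12hLO at 150 nM in 25 mM Hepes, 0.01% Triton X-100, pH 7.0, preincubated 15 min at room temperature with compound. Reaction started with 40 uM arachidonic acid, 30 min at room temperature. Hydroperoxide measured by Fe-xylenol orange, 573/405 nm absorbance ratio.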
Starred values were filed as active, the others as inactive; ? = inconclusive; / = no result given; & = joins results of further samples; [ ] = remark or other dose. Unless noted, calls follow the shape of the dose curve; as a rule, active = well fitted curve in the direction sought with a large enough effect; inconclusive = small, poorly fitted or top-dose-only effect, or another doubt; inactive = no such curve, though single readings can be large; an effect the other way counts as inactive or inconclusive. Only part of the results is shown (hit frequency here may not be typical).

1. O=C(NCc1ccco1)c1cccc(NS(=O)(=O)c2ccccc2F)c1
2. O=C(Cc1cc(=O)[nH][nH]1)N/N=C/c1c(F)cccc1Cl
3. Nc1cc(C(=O)OCC(=O)NNC(=O)c2ccccc2)ccc1Cl
4. CCCCNC(=O)c1cc2c(=O)n3cccc(C)c3nc2n(Cc2ccncc2)c1=N
5. CCN1C(=O)C(c2ccc(O)cc2)(c2ccc(O)cc2)c2ccccc21
6. CCN(c1ccc(OC)cc1)S(=O)(=O)c1cc(-c2cc(C)no2)ccc1C(C)C
7. COc1cc(-c2ccc3sc(-c4ccsc4)c(C#CCO)c3c2)cc(OC)c1OC
8. O=C(Nc1ccc(Br)cn1)c1cccc(-c2cc3ccccc3oc2=O)c1

screen / no.	1	2	3	4	5	6	7	8
BLM inh	1%	1%	/	-1%	-10%	-9%	/	-9%
ERG-DNA inh	0%	9%	6%	-6%	28%	16%	15%	-5%
POLK inh	-8%	-4%[60.1 µM]	-21%	-7%	-12%	7%	11%	-25%
POLI inh	155%[activator]	?	15%	-7%[58.9 µM]	27%	21%	40%[activator]	-15%
APE1 inh	12%	-7%	-15%	11%	-3%	46%[activator]	-6%	13%
TRHR agonist	0.6	0.5	-0.2	1.7	0.0	-0.7	0.6	0.5
POLB inh	30%	20%	/	-14%	-24%	8%	/	?
Anesthetic bind	-23%	-10%	/	102%[activator]	-7%	32%[activator]	/	-9%
ALOX12 inh	-2%	4%	-2%	-13%	-11%	-2%	-10%	-19%

9. O=C(NCCc1ccncc1)C12CC3CC(CC(C3)C1)C2
10. O=S(=O)(NNc1ncc(C(F)(F)F)cc1Cl)c1ccccc1
11. Cc1cc(OCC(=O)Nc2ccc3oc(-c4ccncc4)nc3c2)ccc1Cl
12. O=C(NCc1ccccc1)C(c1cccnc1)N(C(=O)c1csnn1)c1ccc(F)cc1 (centres undefined)
13. CC(C)OC(=O)CSc1nnc(CNc2nc(-c3ccccc3)cs2)n1C
14. Cc1ccc(-n2cc(CN(C)Cc3nccn3C)c(-c3ccc(F)cc3)n2)cc1
15. Cc1ccn2c(=O)nc(SCC(=O)NCc3ccco3)nc2c1
16. O=C(O)c1cccnc1Oc1ccccc1

screen / no.	9	10	11	12	13	14	15	16
BLM inh	-2%	/	-7%	-4%	-2%	-8%	/	5%
ERG-DNA inh	3%	13%	-5%	-2%	1%	9%	5%	11%
POLK inh	-5%	-12%	-2%	6%	-12%	-1%	-18%	-2%
POLI inh	-5%	61%[activator]	-3%	7%	18%	57%[activator]	?	68%[activator]
APE1 inh	-2%	41%	6%	23%	0%	3%	-34%	24%
TRHR agonist	0.4	-0.1	0.3	0.0	-1.5	-0.3	-1.0	0.4
POLB inh	2%	/	5%	16%	-1%	-5%	/	27%
Anesthetic bind	-2%	/	-5%	-7%	-20%	-12%	/	5%
ALOX12 inh	0%	?	-17%&7%	11%	-6%	-7%	-21%	23%

A second format for part of the listing above:
Results follow in this order: BLM inh, ERG-DNA inh, POLK inh, POLI inh, APE1 inh, TRHR agonist, POLB inh, Anesthetic bind, ALOX12 inh
7: COc1cc(-c2ccc3sc(-c4ccsc4)c(C#CCO)c3c2)cc(OC)c1OC
    /, 15%, 11%, 40%[activator], -6%, 0.6, /, /, -10%
13: CC(C)OC(=O)CSc1nnc(CNc2nc(-c3ccccc3)cs2)n1C
    -2%, 1%, -12%, 18%, 0%, -1.5, -1%, -20%, -6%
3: Nc1cc(C(=O)OCC(=O)NNC(=O)c2ccccc2)ccc1Cl
    /, 6%, -21%, 15%, -15%, -0.2, /, /, -2%

(cont.)
17. Cc1cc(Br)cn2cc(C(=O)O)nc12
18. COc1ccc(OCC(=O)Nn2c(-c3cccc(OC)c3)nc3ccccc3c2=O)cc1
19. CCn1c(CCNC(=O)c2ccc(Cl)c(Cl)c2)nnc1SCCOc1ccc(OC)cc1
20. O=C(c1ccc(N2CCCC2=O)cc1)N1CCN(c2cccc(C(F)(F)F)c2)CC1
21. CCCCN(C(=O)CCn1c(=O)oc2ccccc21)c1ccccc1
22. CCCCOc1ccc(C(=O)N2CCN(CC(=O)Nc3ccc(C)cc3)CC2)cc1OC
23. Cn1c(=NC(=O)c2ccc(S(=O)(=O)N3CCCC3)cc2)sc2cc(F)ccc21
24. O=c1cc(N2CCc3ccccc32)[nH]c(=O)n1-c1ccccc1

screen / no.	17	18	19	20	21	22	23	24
BLM inh	-4%	3%	-5%	/	-3%&-3%	-3%	1%	-3%
ERG-DNA inh	-12%	-6%	6%	8%	-3%&-3%	0%	1%	/
POLK inh	-4%	-13%	1%	-17%	-4%&9%	2%	8%	0%
POLI inh	22%	4%	9%	15%	15%&9%	18%	-3%	25%
APE1 inh	-3%	1%	-8%	31%	-10%	28%	/	-3%
TRHR agonist	0.6	0.2	-0.7	0.3	-0.3&-0.7	0.2	-1.5	-0.6
POLB inh	31%	-1%	2%	/	38%&36%	-2%	19%	11%
Anesthetic bind	-2%	-3%	1%	/	-8%&-7%	-18%	0%	-10%
ALOX12 inh	?	-15%	-1%	-10%	-9%&-18%	-2%	2%	10%

25. CC1CCN(S(=O)(=O)c2ccc(C(=O)Nc3sc4c(c3C(N)=O)CC(C)(C)NC4(C)C)cc2)CC1
26. O=C(COC(=O)c1ccc(Cl)c(S(=O)(=O)N2CCCCCC2)c1)Nc1ccccc1
27. COCCNC(=O)CN(c1ccc(F)cc1)S(=O)(=O)c1ccc2c(c1)OCCO2
28. Cc1ccc(-n2c(CCc3ccccc3)nnc2SCC(=O)NCc2ccccc2)cc1C
29. COc1ccc(OC)c(NC(=O)c2ccc(CSc3ncccn3)cc2)c1
30. CN(C)S(=O)(=O)c1ccc(C(=O)Nc2ccc(F)cc2F)cc1
31. C/C(=N\NC(=O)COc1ccc(C#N)cc1)c1ccccc1OC(F)F
32. Cc1ccc(S(=O)(=O)N2CCCC(N3CCOCC3)C2)cc1Cl (centres undefined)

screen / no.	25	26	27	28	29	30	31	32
BLM inh	-1%	-11%	2%	-29%	-8%	-2%	-6%	-1%
ERG-DNA inh	-9%	-11%	1%	-13%	17%	5%	7%	-7%
POLK inh	-3%[60.1 µM]	-18%	2%	-3%	-7%	-11%	-10%	-4%
POLI inh	0%	5%	17%	12%	80%[activator]	9%	284%[activator]	-15%
APE1 inh	/	1%	61%	-1%	-4%	-7%	2%	2%
TRHR agonist	-0.7	-1.0	1.1	-0.4	-1.5	0.1	-0.3	0.0
POLB inh	-8%	18%	8%	-18%	-1%	-16%	-18%	21%
Anesthetic bind	5%	-11%	13%	0%	-5%	5%	-9%	5%
ALOX12 inh	?	-1%	0%	0%	1%	14%[57.4 µM]	-4%	0%

33. O=C(Nc1nccs1)c1cc2c(s1)-c1ccccc1OC2
34. Cc1cc(C)cc(NC(=O)c2ccc3nc[nH]c3c2)c1
35. O=C(CSc1nnnn1-c1ccc2c(c1)OCO2)NCc1cccs1
36. COc1cccc(NC(=O)CSc2nc(=O)n(Cc3ccncc3)c3c2CCCC3)c1
37. Cc1ccc(OCCNCc2ccccc2)c(C)c1
38. CC(C)NC(=O)Cn1nc(N2CCN(c3ccccc3)CC2)ccc1=O
39. CC(C)(C)OC(=O)N[C@H]1C=C[C@H](OC(=O)CC(=O)OCC(F)(F)F)C1
40. CC(C)(C)NC(=O)C1CCC(CNc2c(N3CCCCC3)c(=O)c2=O)CC1 (centres undefined)

screen / no.	33	34	35	36	37	38	39	40
BLM inh	-5%	1%	-6%	/	-5%	0%	/	-1%
ERG-DNA inh	-3%	-1%	-2%	17%	-9%	2%	-2%	0%
POLK inh	-11%	2%	-8%	-14%	-3%	-3%	-4%	-3%
POLI inh	-3%	-24%	7%	63%[activator]	81%[activator]	5%	5%	7%
APE1 inh	-2%	0%	-3%	8%	14%	/	6%	0%
TRHR agonist	1.0	-0.2	-0.3	-0.2	0.7	0.8	/	0.1
POLB inh	-6%	17%	5%	/	8%	13%	/	2%
Anesthetic bind	83%[activator]	2%	-5%	/	-7%	-6%	/	0%
ALOX12 inh	24%[57.4 µM]	11%	0%	0%	?	-21%	21%	16%

41. O=C(NCCc1ccccc1)C1CCN(S(=O)(=O)c2ccc(Br)s2)CC1
42. c1ccc(-c2csc3ncnc(NCC4COc5ccccc5O4)c23)cc1 (centres undefined)
43. CC1=NNC(=O)/C1=C\c1cn(-c2ccccc2)nc1-c1ccc(F)cc1
44. COc1ccc(NC(=O)COC(=O)c2cnccn2)cc1Cl
45. CCOC(=O)N1CCC(n2c(SCC(=O)NCCc3ccc(S(N)(=O)=O)cc3)nc3ccccc3c2=O)CC1
46. CC(C)(O)C#Cc1ccc(C(=O)Nc2ccc3c(c2)OCO3)s1
47. COc1ccc(Oc2cnn(-c3ccccc3)c(=O)c2Br)cc1
48. O=C(Nc1cccc(F)c1)C1CCCN1C(=O)OCc1ccccc1 (centres undefined)

screen / no.	41	42	43	44	45	46	47	48
BLM inh	-3%	-7%	-12%	-4%	-6%	-2%	-19%	-2%
ERG-DNA inh	-7%	6%	-1%	1%	-22%	-2%	6%	1%
POLK inh	-8%	-9%	-9%	-1%	-4%	5%	5%	-3%
POLI inh	1%	4%	25µM*	16%	38%[activator]	9%	-11%	-12%
APE1 inh	-3%	-6%	1%	-2%	26%	-3%	13%	-3%
TRHR agonist	-0.7	-0.2	3.2	0.1	1.1	-0.4	-1.2	-1.4
POLB inh	-24%	8%	6%	37%	0%	-2%	0%	43%
Anesthetic bind	-5%	-10%	-20%	-10%	-11%	4%	-4%	-16%
ALOX12 inh	4%	-2%	/	-15%	-22%	4%	7%	-5%
